TDP1 inh: TDP1 (human) enzyme inhibition; Q9NUW8; recombinant TDP1, AlphaScreen DNA substrate cleavage; Potency, µM (doses to about 130 µM), for the others: top-dose activity change, negative = inhibition, most hits filed as inhibitors; 350,000 compounds, 0.28% hits; AID 485290; further: nearly all actives have a fitted effect of over 40% in size
Target sequence (Q9NUW8 whole entry, looked up): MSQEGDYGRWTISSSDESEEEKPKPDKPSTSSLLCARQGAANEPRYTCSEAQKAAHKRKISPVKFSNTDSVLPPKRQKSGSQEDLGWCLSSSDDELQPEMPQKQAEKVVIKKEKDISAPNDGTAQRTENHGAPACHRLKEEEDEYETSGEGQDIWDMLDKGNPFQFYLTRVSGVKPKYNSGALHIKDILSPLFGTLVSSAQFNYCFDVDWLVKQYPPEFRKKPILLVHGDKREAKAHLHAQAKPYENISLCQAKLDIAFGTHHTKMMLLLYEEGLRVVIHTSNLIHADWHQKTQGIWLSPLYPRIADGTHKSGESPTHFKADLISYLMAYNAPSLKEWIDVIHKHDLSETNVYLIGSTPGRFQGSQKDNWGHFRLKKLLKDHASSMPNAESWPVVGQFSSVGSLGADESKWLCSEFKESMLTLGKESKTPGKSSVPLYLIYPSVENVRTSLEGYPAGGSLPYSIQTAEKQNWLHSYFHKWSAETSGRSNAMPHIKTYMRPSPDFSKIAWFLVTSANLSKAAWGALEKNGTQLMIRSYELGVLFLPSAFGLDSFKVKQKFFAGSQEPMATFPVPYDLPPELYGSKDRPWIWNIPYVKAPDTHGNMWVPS
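Steps: enzyme plus compound, 15 min RT; add biotin/phosphotyrosine-FITC oligonucleotide (15 nM final), react 5 min; add donor/acceptor beads (10 ug/ml final), 10 min; read AlphaScreen. Tdp1 at 1 nM final.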
N370S GC mod: inhibitors or activators of N370S glucocerebrosidase for Gaucher disease; P04062; N370S GC spleen homogenate, 4MU-glucoside fluorescence; Potency, µM (series often up to 59.4 µM), without a hit: at the top dose activity change, negative = inhibition, hits mostly inhibitors; 330,000 compounds, 0.092% hits;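 further: 0% = full enzyme activity and -100% = no enzyme basal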
FEN1 inhibitor: human FEN1 inhibition; P39748; Recombinant FEN1 flap cleavage, fluorescence, 15 min; Potency, µM (titrated, usually from 114 µM), without a hit: at the highest dose activity change, negative = inhibition, actives largely listed as inhibitors; 390,000 compounds, 0.35% hits; AID 588795; further: nearly all actives have a fitted effect of over 65% in size
Target sequence (P39748 whole entry, looked up): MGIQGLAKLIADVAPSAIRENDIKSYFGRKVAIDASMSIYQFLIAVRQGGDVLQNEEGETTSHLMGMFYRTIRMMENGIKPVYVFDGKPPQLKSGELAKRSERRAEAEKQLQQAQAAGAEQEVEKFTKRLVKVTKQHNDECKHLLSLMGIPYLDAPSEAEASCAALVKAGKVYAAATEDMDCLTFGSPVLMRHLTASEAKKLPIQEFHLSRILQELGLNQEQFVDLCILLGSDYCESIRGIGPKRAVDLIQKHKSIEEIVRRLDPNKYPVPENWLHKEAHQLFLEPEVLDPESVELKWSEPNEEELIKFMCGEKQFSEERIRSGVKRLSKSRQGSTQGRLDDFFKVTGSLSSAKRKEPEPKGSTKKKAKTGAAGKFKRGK
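Recombinant FEN1 (10 nM) was preincubated with pin-transferred compounds for 15 min at room temperature, then flap DNA substrate (50 nM final) was added. Plates were read at 0 and 15 min, and normalized concentration–response data were fitted to a four-parameter Hill equation.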
The depositor's hits bear a star; ? = inconclusive; nt = not tested or not shown; & = joins results of further samples; [ ] = remark or other dose. The call rests on the fitted dose curve; in most records, active means well fitted curve in the direction sought with a large enough effect; inconclusive means small, poorly fitted or top-dose-only effect, or another doubt; inactive means no such curve, though single readings can be large; an effect the other way counts as inactive or inconclusive. Unless noted, on the % scale 0 is the no-effect control and ±100 the full control effect; potency means the concentration at half of the fitted maximal effect.

SMILES	TDP1 inh	N370S GC mod	FEN1 inhibitor
CCOC(=O)CC(NC(=O)Cc1ccc(F)cc1)c1ccccc1Cl (configuration not stated)	5%	2%	-9%
COc1cc(C(c2c(C)[nH][nH]c2=O)c2c(C)[nH][nH]c2=O)ccc1OS(=O)(=O)c1ccccc1	12%	-28%	-4%
CCn1ccc(C(=O)Nc2cccc(Cl)c2)n1	-4%	22%	-16%
COc1ccccc1C1CC(=O)Nc2c1c(=O)n(C)c(=O)n2C (configuration not stated)	5%	4%	21%
CCCCn1c(N)c(N(CC)C(=O)c2ccc(C)cc2)c(=O)[nH]c1=O	8%	3%	6%
CN(CC(=O)Nc1ccc(S(=O)(=O)N2CCCC2)cc1)CC(=O)Nc1ccc(F)c(F)c1F	5%	9%	1%
O=C(c1ccc(Cl)cc1Cl)N1CCC(C(=O)N2CCOCC2)CC1	-19%	0%	-2%
COc1cccc(OCc2nnc(SCC(=O)NNC(=O)C3CCCCC3)n2C)c1	0%	15%	-5%
O=C(O)CN1C(=O)/C(=C\c2ccc(OC(=O)c3ccco3)cc2)SC1=S	-14%	-7%	-5%
Cc1ccc2c(CN3CCN(S(=O)(=O)/C=C/c4ccccc4)CC3)cc(=O)oc2c1	3%	-3%	-12%
O=S(=O)(c1ccc(N2CCN(S(=O)(=O)c3ccccc3)CC2)nc1)N1CCCC1	3%	-2%	0%
CCS(=O)(=O)c1ccc2oc(SCC(=O)NCc3ccccc3)nc2c1	5%	10%	-1%
Cc1[nH]c2ccccc2c1C(=O)CN1C(=O)NC2(CCCCCC2)C1=O	3%	nt	10%
COc1ccc(CN2CCn3ncc(C(=O)Nc4ccc(Cl)cc4Cl)c3C2=O)cc1	5%	5%	-1%
COc1ccc(Cl)cc1NC(=O)c1c(NCc2cccnc2)sc2c1CCC(C)C2 (configuration not stated)	9%	nt	-8%
COc1cccc(NC(=O)Cc2csc(COc3cccc(C)c3)n2)c1	-5%	nt	2%
O=C(Nc1cccc(C(=O)O)c1)/C(=C\c1ccccc1Cl)NC(=O)c1ccco1	5%	-5%	-2%
CC(C)(C)n1nnnc1C(c1ccc(C(F)(F)F)cc1)N(Cc1ccc(F)cc1)Cc1ccco1 (configuration not stated)	0%	3%	-11%
CC(=O)Nc1ccc(SCC(=O)Nc2ccccc2-c2ccccc2)cc1	0%	6%	8%
COC(=O)c1[nH]c2ccc(Br)cc2c1NC(=O)CN1CCN(C2CCCCC2)CC1	3%	9%	-11%
COc1ccc(NC(=O)c2ccc(Cn3cc(Cl)cn3)cc2)cc1	6%	18%	14%
O=C(Nc1c(Cl)cc([N+](=O)[O-])cc1Cl)c1cc(Cl)ccc1O	4%	nt	16%
Cc1cc(C)c2c(CCl)cc(=O)oc2c1	0%	27%	2%
O=S(=O)(c1ccc(F)cc1F)N1CCCN(c2ccc(C(F)(F)F)cn2)CC1	-4%	-6%	-4%

Molecules above with sulfur:
SMILES	TDP1 inh	N370S GC mod	FEN1 inhibitor
COc1cc(C(c2c(C)[nH][nH]c2=O)c2c(C)[nH][nH]c2=O)ccc1OS(=O)(=O)c1ccccc1	12%	-28%	-4%
CN(CC(=O)Nc1ccc(S(=O)(=O)N2CCCC2)cc1)CC(=O)Nc1ccc(F)c(F)c1F	5%	9%	1%
COc1cccc(OCc2nnc(SCC(=O)NNC(=O)C3CCCCC3)n2C)c1	0%	15%	-5%
O=C(O)CN1C(=O)/C(=C\c2ccc(OC(=O)c3ccco3)cc2)SC1=S	-14%	-7%	-5%
Cc1ccc2c(CN3CCN(S(=O)(=O)/C=C/c4ccccc4)CC3)cc(=O)oc2c1	3%	-3%	-12%
O=S(=O)(c1ccc(N2CCN(S(=O)(=O)c3ccccc3)CC2)nc1)N1CCCC1	3%	-2%	0%
CCS(=O)(=O)c1ccc2oc(SCC(=O)NCc3ccccc3)nc2c1	5%	10%	-1%
COc1ccc(Cl)cc1NC(=O)c1c(NCc2cccnc2)sc2c1CCC(C)C2 (configuration not stated)	9%	nt	-8%
COc1cccc(NC(=O)Cc2csc(COc3cccc(C)c3)n2)c1	-5%	nt	2%
CC(=O)Nc1ccc(SCC(=O)Nc2ccccc2-c2ccccc2)cc1	0%	6%	8%
O=S(=O)(c1ccc(F)cc1F)N1CCCN(c2ccc(C(F)(F)F)cn2)CC1	-4%	-6%	-4%

Next entries
SMILES	TDP1 inh	N370S GC mod	FEN1 inhibitor
Cc1oc2ncn(CC(C)C)c(=O)c2c1C(=O)NCc1cccc(Cl)c1	-2%	nt	-17%
Cc1ccc(C)c(NC(=S)Nc2ccc(S(=O)(=O)Nc3ncccn3)cc2)c1	2%	1%	-4%
COCCN1C(=O)C(=O)/C(=C(/O)c2cccc(OC)c2)C1c1ccncc1 (configuration not stated)	7%	-11%	-5%
Cc1ccc(CNC(=O)C(C)n2nc(C)n3c(cc4sccc43)c2=O)cc1 (configuration not stated)	5%	nt	-1%
Fc1ccc(CSc2nc3ncccc3[nH]2)cc1	2%	6%	-12%
O=S(=O)(Nc1nccs1)c1ccc(F)cc1	6%	9%	-1%
COc1ccc2c(c1)-c1nc(/N=C/c3cccc(OC)c3O)sc1CC2	-1%	11%	-10%
O=C(NCCCn1ccnc1)c1cccc(S(=O)(=O)Nc2ccc(Br)cc2)c1	14%	-17%	10%
Cc1ccc(NC2=CC(=O)c3sc(C)nc3C2=O)cc1	17%	-5%	nt
CC(=O)NC(CC(=O)NCc1ccncc1)c1ccccc1 (configuration not stated)	6%	-15%	23%
COCC(C)NC(=O)c1cc(-c2ccc(OC)c(OC)c2)on1 (configuration not stated)	0%	21%	0%
COc1cccc(C(=O)Oc2cccc(N3C(=O)C4C5CC(C(Br)C5Br)C4C3=O)c2)c1 (configuration not stated)	4%	7%	11%
CC(C)(C)N1CC(c2nc3ccccc3n2CCOc2ccccc2)CC1=O (configuration not stated)	3%	18%	-13%
Cc1ccc(-c2cc(C(=O)Nc3ccc(S(=O)(=O)Nc4nc(C)cc(C)n4)cc3)c3ccccc3n2)cc1	6%	6%	-10%
CCc1ccc(OCCCC(=O)Nc2ccc(N3CCCCC3)cc2)cc1	1%	3%	0%
CCCCCCSc1ccc(-c2nc3cc(C)ccn3c2NC2CCCCC2)cc1	1%	nt	-7%
COc1cc(C(=O)NCCCCc2ccccc2)cc(OC)c1OC	nt	-4%	17%
CCOC(=O)C1CCN(c2nc3c(S(=O)(=O)c4ccc(Br)cc4)nnn3c3ccsc23)CC1	-3%	nt	-1%
CC(=O)CSc1ncnc2sc3c(c12)CCCC3	-2%	10%	-5%
O=C1CCCc2nc(N3CCN(C(c4ccccc4)c4ccccc4)CC3)ncc21	4%	4%	-2%
CCOc1ccccc1OCCCC(=O)Nc1cccc(-n2cnnn2)c1C	2%	nt	-5%
CCC(Sc1ncnc2c1nnn2-c1ccc(F)cc1)C(=O)OC (configuration not stated)	0%	12%	-2%
Cc1cc(C(=O)O)ccc1-c1ccc(/C=C2\NC(=O)N(Cc3ccccc3Cl)C2=O)o1	-3%	23%	?
COC(=O)c1[nH]c2cc(OC)ccc2c1NC(=O)CN1CCC(C(N)=O)CC1	4%	3%	1%

Quoted from the listing.
CCOc1ccccc1OCCCC(=O)Nc1cccc(-n2cnnn2)c1C in TDP1 inh is entered as 2%
COC(=O)c1[nH]c2cc(OC)ccc2c1NC(=O)CN1CCC(C(N)=O)CC1 in FEN1 inhibitor is entered as 1%
CC(C)(C)N1CC(c2nc3ccccc3n2CCOc2ccccc2)CC1=O (configuration not stated) in N370S GC mod is entered as 18%
CCCCCCSc1ccc(-c2nc3cc(C)ccn3c2NC2CCCCC2)cc1 in TDP1 inh is entered as 1%
CCc1ccc(OCCCC(=O)Nc2ccc(N3CCCCC3)cc2)cc1 in TDP1 inh is entered as 1%
CCOC(=O)C1CCN(c2nc3c(S(=O)(=O)c4ccc(Br)cc4)nnn3c3ccsc23)CC1 in TDP1 inh is entered as -3%
COc1cc(C(=O)NCCCCc2ccccc2)cc(OC)c1OC in N370S GC mod is entered as -4%

Following part
SMILES	TDP1 inh	N370S GC mod	FEN1 inhibitor
C/C(=N\N=C1\NC(=O)C(CC(=O)Nc2ccccc2F)S1)C1CCCCC1 (configuration not stated)	5%	14%	1%
COCCn1c(N)c(N(Cc2ccccc2)C(=O)Cc2c(Cl)cccc2Cl)c(=O)[nH]c1=O	7%	8%	-5%
CCc1ccc(-c2nnn(Cc3nc4ccccc4s3)n2)cc1	nt	18%	-22%
Cc1cc(C)c(/C=C(\C#N)C(N)=S)c(C)c1	3%	-2%	9%
c1ccc(CSc2ncn(-c3ccccc3)n2)cc1	2%	13%	-4%
Cc1sc2ncn(CC(=O)Nc3ccccc3F)c(=O)c2c1-c1ccccc1	0%	?	-10%
C/C(=N\Nc1ccc(S(N)(=O)=O)cc1[N+](=O)[O-])c1cccs1	nt	-1%	-12%
Cc1ccc(Sc2ccc(NC(=O)c3ccc(S(C)(=O)=O)cc3Cl)cc2)cc1	3%	-15%	-6%
Nc1ccc2nc(C3CCCCC3)[nH]c2c1	-2%	4%	-3%
CCC(=O)c1ccc(/C=C/c2nc3ccccc3n2C)o1	5%	24%	-9%
O=C(NCCCc1ccccc1)[C@@H]1Cc2ccccc2CN1	nt	-12%	47%[activator]
C/C(CC(=O)Nc1cccc(Br)c1)=N\NC(=O)c1ccc(O)cc1O	nt	-11%	6%

3 compounds already listed, ordered by the value under TDP1 inh, largest number first:
smiles,TDP1 inh
COCCn1c(N)c(N(Cc2ccccc2)C(=O)Cc2c(Cl)cccc2Cl)c(=O)[nH]c1=O,7%
CCC(=O)c1ccc(/C=C/c2nc3ccccc3n2C)o1,5%
Cc1cc(C)c(/C=C(\C#N)C(N)=S)c(C)c1,3%

More structures
SMILES	TDP1 inh	N370S GC mod	FEN1 inhibitor
CN1C2CCC1/C(=C\c1ccc(F)cc1)C(=O)/C2=C/c1ccc(F)cc1	0%	2%	-5%
COCc1cc(CN2CCCC(C(=O)c3cccc(C(F)(F)F)c3)C2)ccc1OC (configuration not stated)	0%	-3%	4%
Cc1ccc(-c2cc(N)n(Cc3ccc(Cl)cc3)n2)cc1	7%	8%[12.8 µM]	1%
Cc1[nH]c(C)c(S(=O)(=O)N2CCN(c3cccc(Cl)c3)CC2)c1C(=O)N1CCCC1	7%	-8%	10%
Cc1ccsc1/C=C(\C#N)C(=O)NCc1ccco1	0%	-1%	-2%
O=C(c1ccc(Cl)c(S(=O)(=O)N2CCCCC2)c1)N1CCN(Cc2ccccc2)CC1	1%	0%	-10%
CCc1cccc(C)c1NC(=O)Cc1ccsc1	2%	-22%	-1%
Cc1ccc2nc(-c3ccccc3)cc(C(=O)NCC3CCCO3)c2c1 (configuration not stated)	0%	-1%	2%
C=CCOC(=O)C1=C(C)Nc2nnnn2C1c1ccc(OC)cc1OC (configuration not stated)	0%	-24%	-9%
CCN(CC)S(=O)(=O)c1ccc(Cl)c(C(=O)OCC(=O)c2c(N)n(C)c(=O)n(C)c2=O)c1	-2%	8%	-5%
COc1ccc(OC)c(S(=O)(=O)N2CCc3ccccc32)c1	2%	-20%	-2%
O=C(CN1N=C(c2ccc(Cl)cc2)CCC1=O)NCCc1ccccc1	10%	nt	-1%
COc1ccc(CNCCNC(=O)c2ccco2)c(OC)c1OC	-6%	15%	11%
Cc1ccc(S(=O)(=O)N2CCC(C(=O)N[C@H](C(=O)NC3CCS(=O)(=O)C3)C(C)C)CC2)cc1 (some centres not stated)	6%	-3%	0%
COc1ccc(C)cc1Nc1nc2cc(Cl)c(Cl)cc2nc1-n1nc(C)cc1C	-4%[12.3 µM]	nt	-9%
COc1cccc(N2CCN(C(=O)c3cc4c(s3)-c3c(C)cccc3OC4)CC2)c1	5%	nt	12%
CCc1c(C)nc(SCC(=O)N2CCCCC2CC)[nH]c1=O (configuration not stated)	2%	-11%	12%
CC(=O)Oc1ccc2ccccc2c1C(NC(=O)Cc1ccccc1)c1ccccc1Cl (configuration not stated)	0%	-25%	-16%
CC(C)(C)c1ccc(C(=O)n2cnc3ccccc32)cc1	nt	-19%	11%
COc1nc(N(C)C)nc(N(C#N)CCOC(C)=O)n1	5%	?	5%
O=C(COc1ccc(Cl)cc1)N1CCN(C(=O)c2cccs2)CC1	0%	0%	-1%
Cn1c(=O)c2c(nc(NCc3ccccc3)n2CCCc2ccccc2)n(C)c1=O	5%	-17%	-8%
CCOc1ccccc1NC(=O)CCc1ccc(C)o1	8%	5%	1%
CCn1c(SCC(=O)N(C)c2ccccc2)nc2c([nH]c3ccccc32)c1=O	3%	?	-5%
CCCCCc1c2c(cc(O)c1C(=O)O)OC(=O)c1c(cc(OC)cc1C(=O)CCCC)O2	10%[56.1 µM]	1%&7%	-22%
CCOC(=O)NC(NCC(O)c1ccccc1)(C(F)(F)F)C(F)(F)F (configuration not stated)	3%	5%	1%
Cc1ccc(NC(=O)NC(=S)NC(=O)c2ccccc2)cc1	0%	4%	-5%
CCOc1ccc(S(=O)(=O)NCCC(=O)NCC(C)(C)N2CCOCC2)cc1	nt	-2%	-1%
O=C(NCc1cccs1)c1ccc(CSc2nc3cccnc3n2Cc2ccccc2F)cc1	4%	nt	-35%
CCOc1ccc(C(=O)Nc2ccc3c(c2)OCO3)cc1OCC	5%	-15%	9%
Cc1cc(NC(=S)NC(=O)c2ccccc2)ccc1-c1cc2ccccc2oc1=O	-1%	6%	3%
COC(=O)CSc1nnc(CNc2ccc(F)cc2)o1	2%	2%	-13%
